TR SRC2 fluor cs: alters Texas Red total fluorescence, flagging assay interference. TRb/SRC2 Texas Red total fluorescence interference. 280,000 tested, 0.29% active. Potency, µM (titrated, usually from 106 µM), inactives show top-dose fluorescence change, negative = quenching; active = well fitted curve in either direction with a large enough effect; inconclusive = small, poorly fitted or top-dose-only effect; note: % is set by controls: 0 for no effect and ±100 for the full control effect
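Flags fluorescent or light-absorbing compounds by total fluorescence, S + 2P, at 555 nm excitation and 632 nm emission. Mixture: 20 nM Texas Red SRC2 peptide, 0.6 uM human TRb LBD, 1 uM T3, 5% DMSO; compound exposure 5 h at ambient temperature.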
L3MBTL1 inh: blocks human L3MBTL1; Potency, µM (titrated, usually from 57.1 µM), for inactives: top-dose activity, negative = inhibition, hits mostly inhibitors; AlphaScreen L3MBTL1–H3K9me1 peptide binding; AID 485360; 230,000 tested, 0.66% active; note: % is set by controls: 0 for no effect and ±100 for the full control effect; nearly all actives have a fitted effect of over 60% in size
Target sequence (Q9Y468 whole entry, looked up): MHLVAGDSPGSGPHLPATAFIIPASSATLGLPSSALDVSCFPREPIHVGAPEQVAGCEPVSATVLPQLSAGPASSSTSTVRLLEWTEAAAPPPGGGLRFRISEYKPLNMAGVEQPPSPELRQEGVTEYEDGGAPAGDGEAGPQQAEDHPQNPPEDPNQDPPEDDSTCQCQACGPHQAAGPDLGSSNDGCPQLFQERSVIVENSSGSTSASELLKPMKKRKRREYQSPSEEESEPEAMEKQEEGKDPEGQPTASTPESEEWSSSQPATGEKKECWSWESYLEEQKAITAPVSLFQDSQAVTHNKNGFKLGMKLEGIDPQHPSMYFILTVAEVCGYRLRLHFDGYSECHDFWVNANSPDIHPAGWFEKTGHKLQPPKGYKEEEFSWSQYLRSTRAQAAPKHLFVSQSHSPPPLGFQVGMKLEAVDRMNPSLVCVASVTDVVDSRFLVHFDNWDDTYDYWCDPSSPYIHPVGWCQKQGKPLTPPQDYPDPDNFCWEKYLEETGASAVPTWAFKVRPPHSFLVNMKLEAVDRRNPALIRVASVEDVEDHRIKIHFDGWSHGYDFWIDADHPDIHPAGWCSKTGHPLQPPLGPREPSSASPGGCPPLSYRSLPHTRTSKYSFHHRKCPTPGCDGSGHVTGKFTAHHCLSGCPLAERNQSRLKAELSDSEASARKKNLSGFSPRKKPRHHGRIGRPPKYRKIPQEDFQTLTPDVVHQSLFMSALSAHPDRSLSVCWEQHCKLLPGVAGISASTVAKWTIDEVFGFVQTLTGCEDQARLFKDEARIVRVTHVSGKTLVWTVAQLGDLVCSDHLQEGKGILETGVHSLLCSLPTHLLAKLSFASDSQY
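First, the protein-peptide complex forms for 30 min at room temperature (L3MBTL1 50 nM, biotinylated H3K9me1 peptide 75 nM). Next, compounds are pin-transferred and incubated 30 min. Finally, AlphaScreen beads are added and read after 30 min.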
TRb SRC2 PPI: inhibitors of human thyroid hormone receptor beta-SRC2 interaction; P10828; TRbeta-SRC2 peptide binding, fluorescence polarization; receptor liganded with 1 µM T3; Potency, µM (series often up to 106 µM), for inactives: at the highest dose activity change, negative = inhibition, most hits filed as inhibitors; 280,000 tested, 0.065% active; AID 1469;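 note: plate controls were bound peptide for no effect and peptide without receptor for full effect; nearly all actives have a fitted effect of over 50% in size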
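Human TRb LBD (0.6 uM) plus Texas Red-labeled SRC2 peptide (20 nM), 1uM T3, 5% DMSO, 5 hr at ambient temperature. Decreased polarization (555/632 nm) flags inhibition; data normalized to free and bound peptide controls.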
Tau fibril ThT: inhibitors of human tau fibril formation, thioflavin T binding; P10636; recombinant tau K18 P301L, heparin-induced fibrillization, ThT fluorescence; Potency, µM (doses to about 57.4 µM), for the others: at the highest dose activity, negative = inhibition, most hits filed as inhibitors; 270,000 tested, 2.1% active; AID 1460; note: % is set by controls: 0 for no effect and ±100 for the full control effect; nearly all actives have a fitted effect of over 55% in size
Target sequence (P10636 561-689 P618L limits assumed): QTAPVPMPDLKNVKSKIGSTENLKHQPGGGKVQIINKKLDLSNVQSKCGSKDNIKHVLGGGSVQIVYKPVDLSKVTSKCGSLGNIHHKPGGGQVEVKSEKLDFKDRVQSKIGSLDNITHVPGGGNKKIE
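Fibril formation assay: tau K18 P301L at 15 uM with trace Alexa 594 label, heparin inducer 20 uM, pH 7 sodium acetate buffer, 37 C for 6 hr; endpoint ThT signal.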
Tau fluor cs: counter-screen for tau fibril formation inhibitors | tau K18 P301L Alexa594 fluorescence, heparin fibrillization | 280,000 tested, 0.93% active | Potency, µM (doses to about 57.7 µM), without a hit: at the top dose activity change, negative = decrease; note: % is set by controls: 0 for no effect and ±100 for the full control effect; nearly all actives have a fitted effect of over 55% in size
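Human tau K18 P301L (15 uM unlabeled, 0.24 uM Alexa 594-labeled) in 100 mM sodium acetate pH 7 with 20 uM heparin, 6 hr at 37 C. ThT 30 uM added, 1 hr ambient; Alexa 594 FP and total fluorescence read at 555/632 nm.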
Tau FP inhib: tau fibrillization inhibition (FP) | P10636 | K18 P301L tau heparin fibrillization, Alexa594 FP, 6 h | Potency, µM (highest dose often 57.7 µM), inactives show at the highest dose activity, negative = inhibition, actives largely listed as inhibitors | 280,000 tested, 0.39% active | AID 1468; note: % is set by controls: 0 for no effect and ±100 for the full control effect; nearly all actives have a fitted effect of over 55% in size
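Recombinant K18 P301L […], labeled with Alexa 594 at 0.24 uM over 15 uM unlabeled; heparin inducer 20 uM final; 37 C, 6 hr; FP endpoint.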
RECQ1 helicase: blocks DNA unwinding by human RECQ1. P46063. RECQ1 DNA unwinding, red fluorescence kinetic read. Potency, µM (top dose mostly 57.3 µM), inactives show at the highest dose activity, negative = inhibition, most hits filed as inhibitors. 240,000 tested, 0.54% active;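 note: plate controls were vehicle for no effect and no enzyme for full effect; nearly all actives have a fitted effect of over 30% in size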
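50 nM RECQ1T1 preincubated 15 min with compound in Tris pH 8.0 buffer with MgCl2, DTT, Tween-20 and 2.5 ug/ml poly(dI-dC); started with 200 nM TAMRA/BHQ-2 forked duplex and 2 mM ATP. Unwinding read as fluorescence (525/598 nm), two reads 2 h apart.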
HTT ATP protect: cytoprotection in Huntington HTT-Q103 PC12 cell model | PC12 HTT-Q103 induced, cytoprotection, ATP luminescence, 40 h | Potency, µM (doses to about 56.4 µM), for inactives: cytoprotection (ATP increase), most hits filed as activators | 230,000 tested, 0.14% active | AID 1471;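 note: % of control where 0% means no effect; nearly all actives have a fitted effect of over 45% in size; toxic huntingtin expression switched on by the ecdysone agonist tebufenozide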
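PC12 cells with ecdysone-inducible HTT exon 1 Q103-GFP, induced with 100 nM tebufenozide and co-treated with library compounds in a dose series (1536-well, 1500 cells/well). Cytoprotection read as ATP content by ATPlite luminescence.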
* marks the source's active call; other numbers are inactive results; i = inactive; ? = inconclusive; / = no result given; [ ] = dose if it differs, or a comment. Unless noted, calls come from the whole dose curve; as a rule, active = well fitted curve in the direction sought with a large enough effect; inconclusive = small, poorly fitted or top-dose-only effect, or another doubt; inactive = no such curve, though single readings can be large; an effect the other way counts as inactive or inconclusive. Potency is the fitted concentration of half-maximal effect.

cpd	compound	TR SRC2 fluor cs	L3MBTL1 inh	TRb SRC2 PPI	Tau fibril ThT	Tau fluor cs	Tau FP inhib	RECQ1 helicase	HTT ATP protect
1	COc1ccc(CC(=O)Nc2ccc(-c3cn4ccc(C)cc4n3)cc2)cc1	0%	/	-3%	-5%	-16%	-10%	i	-42%[inhibitor]
2	C/C(=C\C(=O)c1ccc(C)o1)Nc1ccc2c(c1)OCO2	-2%	-8%	-2%	?	-23%	1%	3%	-13%
3	N#Cc1ccccc1Cn1c(=O)n(Cc2ccc(C(=O)NCc3ccco3)cc2)c(=O)c2sccc21	-2%	?	-1%	-19%	-12%	10%	-14%	0%
4	C=CC1=C2C=C(C3CC3)N(Cc3ccc4c(c3)OCO4)C=C2C(=O)C(C)(OC(=O)c2ccco2)C1=O (stereo unspecified)	1%[11.2 µM]	/	1%[11.2 µM]	?	-14%[11.6 µM]	-1%[11.6 µM]	i[11.5 µM]	-26%[10 µM]
5	CSC1=N/C(=C\c2ccccc2C)C(=O)S1	-1%	/	-11%	-5%	-6%	-2%	-18%	10%
6	O=C(N=Nc1c(O)[nH]c2ccccc12)c1cccc(S(=O)(=O)Nc2ccccc2Cl)c1	-1%	-20%	2%	?	-27%	-13%	i	-3%[10 µM]
7	CC(C)C(=O)Nc1ccc(S(=O)(=O)Nc2nccc(/C=C/c3ccccc3)n2)cc1	-1%	10%	3%	-11%	4%	-2%	-10%	6%[10 µM]
8	COc1ccc(-c2nc3ccc(N4CCN(C)CC4)cc3c(=O)[nH]2)cc1	0%	-1%	2%	?	-10%	4%	-1%	-17%
9	COc1ccc(NC(=O)c2cnc(SCC(=O)Nc3nc4ccc(C)cc4s3)n(C)c2=O)cc1	2%	/	1%	?	-9%	?	/	/
10	CCCCCn1c(N)c(-c2nc3ccccc3s2)c2c([N+](=O)[O-])nn(C)c(=O)c21	4%	-1%	-1%	-19%	-18%	-2%	-11%	-8%
11	O=C(NCCO)/C(=C/c1cccc([N+](=O)[O-])c1)NC(=O)c1ccco1	-3%	4%	-5%	-1%	0%	-2%	-10%	-19%
12	COC(=O)CCP(=O)(O)Cc1ccccc1CP(=O)(O)CCC(=O)OC	-4%	-1%	0%	7%	0%	1%	-4%	-9%
13	COc1ccc(S(=O)(=O)Nc2cccc(C(C)=O)c2)cc1Br	-1%	9%	-4%	-2%	-9%	-6%	18%	-13%
14	C=CCn1c(SCC(=O)NCC(=O)OCC)nnc1-c1cccc(OC)c1	-1%	/	3%	-4%	-3%	-4%	i	-18%[0.074 µM]
15	COc1ccc(NC(=O)CC2C(=O)N(c3ccc(F)cc3)C(=O)N2Cc2cccnc2)cc1 (stereo unspecified)	-1%	/	7%	13%	4%	0%	/	/
16	COc1ccc(OC)c(-c2cc(C(=O)NCCc3ccccc3)c3c(-c4ccc(C)cc4)[nH]nc3n2)c1	-2%	/	7%	-4%	-18%	-7%	/	/
17	CC1(C)CC(=O)/C(=C(\O)c2ccccc2)C(=NCCc2ccccc2)C1	2%	-2%	2%	4%	-2%	8%	i	/
18	O=P(Cc1cccc[n+]1[O-])(c1ccccc1)c1ccccc1	-6%	27%	-1%	-16%	-15%	-1%	-5%	/
19	COc1ccc(/C=N/NC(=O)c2[nH]ncc2Br)c(OC)c1	-1%	?	4%	?	-5%	0%	-5%	7%[10 µM]
20	CCN(CC(=O)NC)S(=O)(=O)c1ccc(C)cc1	-8%	-3%	-1%	5%	0%	-9%	-16%	-6%[0.074 µM]
21	N#CC1=C(N)Nc2ncnn2C1c1ccccc1 (stereo unspecified)	-2%[53 µM]	7%	-7%[53 µM]	10%	9%	-1%	-2%	-16%[10 µM]
22	COc1ccc(OCCCC(=O)NC(C)c2ccccc2)cc1 (stereo unspecified)	1%	/	0%	0%	-6%	-4%	-8%	-16%
23	CCCOc1ccc([C@@H]2C3CN(C(=O)OCC)CC=C3C(C#N)=C(N)C2(C#N)C#N)cc1OC (stereo partly specified)	1%	-8%	-3%	?	-13%	-8%	-17%	4%[10 µM]
24	O=C1CC(c2ccc(F)cc2)CC(O)=C1C1NCCc2ccccc21 (stereo unspecified)	0%	1%	-2%	?	-10%	4%	-3%	9%
25	Cc1cc(C)n(/C(=C/N(C)C)C(=O)c2ccccc2)n1	-3%	0%	-4%	-3%	-1%	0%	1%	38%[10 µM]
26	CN(C)c1ccc(/C=C/C=C2/SC(=S)N(c3ccccc3)C2=O)cc1	3.2µM*[fluorescent]	4.5µM*	?	2.5µM*	0.71µM*[fluorescent]	-6%	1.4µM*	17%
27	Cc1cc(C(C)(C)C)oc1C(=O)N(CC(=O)NC1CCCC1)Cc1ccccc1Cl	-2%	-1%	3%	?	-15%	-1%	8%	17%[10 µM]
28	CCC/C=C(\CCC)C(NC(=O)c1ccccc1)c1ccc(C(=O)OC)cc1 (stereo unspecified)	2%	/	9%	-12%	-11%	5%	-9%	10%
29	CC1CC(C)(C)n2c(O)c(N=NC(N)=S)c3cccc1c32 (stereo unspecified)	-1%	?	0%	?	?	?	0%	-19%[10 µM]
30	Cc1ccc(CCNC(=O)C2CCN(C(=O)N(C)C)CC2)cc1	-1%	/	0%	0%	-5%	0%	-4%	-4%[0.074 µM]
31	Cc1ccc(/C=N/NC(=O)CN2CCN(Cc3ccccc3Cl)CC2)o1	2%	-1%	-2%	-9%	-6%	1%	-3%	16%[10 µM]
32	COc1ccccc1OCCC(=O)NCc1ccc2c(c1)OCO2	0%	/	-5%	-8%	-12%	-2%	7%	-14%
33	COc1ccccc1NC(=O)CN(Cc1ccco1)C(=O)c1ccc(Cl)nc1	-6%	29%	-4%	-3%	5%	8%	-2%	15%
34	Cc1oc(-c2ccccc2F)nc1Cn1c(SCc2ccccc2F)nc2ccncc21	-4%	/	2%	-11%	-21%	-7%	/	/
35	CCOc1ccc(-c2cc(C)n3nc(C(N)=O)cc3n2)cc1	1%	/	3%	?	-20%	4%	-16%	-4%[10 µM]
36	Cc1cccc(N(C)C(CNS(=O)(=O)c2ccccc2)c2ccccc2)c1 (stereo unspecified)	-2%	/	3%	-11%	?	11%	/	/
37	COC(=O)N/N=C/c1ccccc1Cl	1%	22%	-8%	-6%	0%	-13%	i	9%[10 µM]
38	Cc1ccc(NC(=O)c2ccc(-n3cccn3)c([N+](=O)[O-])c2)cc1C	1%	-5%	1%	?	-29%	-6%	15%	-29%
39	CCC(C)NC(=O)C(NS(=O)(=O)c1cccc2nsnc12)c1ccccc1 (stereo unspecified)	-2%	2%	-3%	2%	2%	2%	-4%	2%
40	COc1cc(-n2c(C)nc3cc(C(=O)NCc4ccco4)ccc32)cc(OC)c1OC	2%	-1%	0%	-8%	-2%	-3%	-6%	-31%
41	COC(=O)c1cc(=O)n(CCc2ccc(OC)c(OC)c2)c(=Nc2ccc(F)c(Cl)c2)s1	1%	/	11%	?	-18%	-6%	-3%	-111%[inhibitor]
42	CCSc1nnc(-c2ccccc2N)c(=O)[nH]1	0%	-5%[11.4 µM]	1%	-6%	9%	-2%	?	1%
43	Cc1cc(C)nc(SCc2ccc(F)cc2)n1	-3%	7%	3%	3%	-5%[2.34 µM]	-13%[2.34 µM]	12%	3.2µM*
44	COc1ccccc1CNS(=O)(=O)c1ccc2[nH]c3c(c2c1)CCCCC3	?	/	-5%	-9%	16µM*[quencher]	?	/	/
45	O=C(NNC(=S)NCC1CCCO1)c1cccc(S(=O)(=O)N2CCOCC2)c1 (stereo unspecified)	-4%	6%	-1%	5%	3%	-4%	i	/
46	CCCn1c(SCC(=O)NC)nnc1C(C)C	0%	5%	7%	0%	8%	4%	-1%	-2%[10 µM]
47	O=C(C1CC1)N1N=C(c2ccncc2)CC1(O)C(F)(F)F (stereo unspecified)	-1%	0%	0%	-4%	4%	0%	i	15%[10 µM]
48	COC(=O)c1cc2n3ccccc3c(C)c(-c3ccccc3)c-2c1C(=O)OC	-1%	/	-7%	?	-24%	7%	-16%	-9%

Record cards (already shown).
Entry for COc1ccc(-c2nc3ccc(N4CCN(C)CC4)cc3c(=O)[nH]2)cc1 : TR SRC2 fluor cs: 0%; L3MBTL1 inh: -1%; TRb SRC2 PPI: 2%; Tau fibril ThT: ?; Tau fluor cs: -10%; Tau FP inhib: 4%; RECQ1 helicase: -1%; HTT ATP protect: -17%
Entry for O=C(NNC(=S)NCC1CCCO1)c1cccc(S(=O)(=O)N2CCOCC2)c1 (stereo unspecified) : TR SRC2 fluor cs: -4%; L3MBTL1 inh: 6%; TRb SRC2 PPI: -1%; Tau fibril ThT: 5%; Tau fluor cs: 3%; Tau FP inhib: -4%; RECQ1 helicase: i; HTT ATP protect: /

Remaining list, next part:
cpd	compound	TR SRC2 fluor cs	L3MBTL1 inh	TRb SRC2 PPI	Tau fibril ThT	Tau fluor cs	Tau FP inhib	RECQ1 helicase	HTT ATP protect
49	c1ccc2c(c1)CC1(CCCCC1)n1nnnc1-2	-4%	-1%	-9%	-2%	0%	0%	0%	-3%[10 µM]
50	N#CC1=C(N)n2c(s/c(=C\c3cccs3)c2=O)=C(C#N)C1c1cccs1 (stereo unspecified)	-6%	-7%	5%	?	-28%	-7%	?	-7%[10 µM]
51	N#Cc1cccc(NC(=O)COC(=O)c2cccc(N3C(=O)c4ccccc4C3=O)c2)c1	-1%	-4%	-12%	-8%	-10%	0%	2%	/
52	Fc1ccc(-c2cc(-c3ccccc3)c3c(n2)-c2ccccc2OC3)cc1	-11%	/	3%	-2%	-16%	?	/	/
53	Cc1ccccc1-n1nc(CO)c(C(=O)NCc2cccs2)n1	-1%	/	6%	-7%	-12%	-1%	/	/
54	COc1cc(NC(=O)Cn2nnc(-c3ccc(C(F)(F)F)cc3)n2)c(C(=O)O)cc1OC	-3%	/	2%	2%	0%	6%	/	/
55	O=c1c2ccccc2c(/C=N/c2n[nH]c(CCCO)n2)c(O)n1-c1ccccc1Cl	-4%	-21%	0%	11%	-6%	-11%	i	-9%

The list is partial, so the mix of outcomes need not match the whole.
